High-throughput results as filed in PubChem BioAssay.
KDM5B inh: Primary screen for KDM5B Histone Demethylases FDH-coupled qHTS; Lysine-specific demethylase 5B (Homo sapiens), Q9UGL1; KDM5B demethylase, FDH-coupled NADH fluorescence (FDH is formaldehyde dehydrogenase); Potency, µM (highest dose often 57.7 µM), for the others: at the top dose activity change, negative = inhibition, actives largely listed as inhibitors; hit rate 2.6% among 220,000; AID 1347165, 2019; active means well fitted inhibition curve with a large enough effect; inconclusive means small, poorly fitted or top-dose-only effect; inactive means no such curve, though single readings can be large or run the other way; further: 0% is about no effect; nearly all actives have a fitted effect of over 70% in size
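qHTS format, multiple compound concentrations. Buffer 50 mM HEPES pH 7.5/0.01% Tween-20; 200 nM KDM5BΔAP final; 10 min compound preincubation; substrate-mix levels 12.5 µM peptide, 25 µM α-KG, 0.25 mM NAD⁺; 30 min RT; ΔRFU.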
Numbers without * were called inactive; ? = inconclusive; [ ] = dose if it differs, or a comment. Potency means the concentration at half of the fitted maximal effect. The list is partial, so the mix of outcomes need not match the whole.

SMILES	KDM5B inh
O=C(Cn1nc(-c2ccccc2)c2c(c1=O)CCCC2)Nc1ccccc1	27%
O=C(NCc1ccco1)NNc1nc2c(-c3ccccc3)nnn2c2ccccc12	?
CC1CCN(CCCNC(=O)CN2C(=O)CSc3ccc(S(=O)(=O)N4CCOCC4)cc32)CC1	-5%
Cn1ncc2c(Nc3cccc(Cl)c3)nc(Nc3cccc(Cl)c3)nc21	?
COC(=O)C1=CN(C)C=C(C(=O)OC)C1c1cccs1	?
O=C(Nc1cccc(-c2nnc3n2CCCC3)c1)c1ccncc1	-2%
Cc1cccc2cc(CN(C(=O)c3cccc([N+](=O)[O-])c3)C(C)C)c(=O)[nH]c12	13%
CC(NC(=O)CCc1conc1-c1ccccc1)c1ccc(F)cc1 (stereo not given)	-8%
COc1ccc2[nH]c3c(c2c1)CCN(C)C31CCN(C(=O)c2ccc3ncccc3c2)CC1	2%
C(=N\Nc1cccc2cccnc12)/c1c[nH]c2ccccc12	?
CCc1ccc(NC(=O)NC(C(=O)N2CCc3ccccc32)c2ccccc2)cc1 (stereo not given)	0%
COc1ccccc1OCc1cc(C(=O)N(C)CC2Cc3ccccc3O2)n[nH]1 (stereo not given)	2%
COc1ccc(CN2C[C@@H](F)[C@@H](OCc3nc4ccccc4o3)C2)cn1	15%[86.2 µM]
Cc1c(CNCCc2ccccc2Cl)c(C(=O)O)c(C)n1-c1ccccc1	?
Cc1nn(-c2ccccn2)c(C)c1[C@@H]1C=C[C@@H](NC(=O)CC(C)(C)CC(=O)O)C1	-6%[86.2 µM]
Cn1nccc1C(=O)NC1CCCN(c2cc(-c3ccc(F)cc3)[nH]n2)C1 (stereo not given)	-18%
Cc1ccc(N=C(N)N=C(N)N)cc1	11%
CC1CCN(C(=O)CN2C(=O)NC3(CCC(C(C)(C)C)CC3)C2=O)CC1 (stereo not given)	-16%
Cc1nc2n(c1C(=O)NCC1CC1)CCC(Nc1ccc(F)cc1)C2 (stereo not given)	-5%[86.2 µM]
CC(C)(C)C(=O)/C(C#N)=C\c1ccc(C#N)cc1	?
FC(F)(F)c1cccc(Nc2c3c(nc4ccc(Cl)cc24)CCC3)c1	?
CN1C(=O)CC(C(=O)O)C12CCN(C(=O)NCCc1ccccc1F)CC2 (stereo not given)	-19%
O=C(Nc1ccccc1Cl)N1CC(c2nnc(-c3ccncc3)o2)C2(CCOCC2)C1 (stereo not given)	7%
Cc1nc(N2CCCC2)ncc1C(=O)Nc1ccccc1	?
Cc1c(Cl)cccc1NC(=O)COC(=O)c1ccc2ccccc2n1	-2%

Compounds shown so far containing a COOH group, in the order listed:
SMILES	KDM5B inh
Cc1c(CNCCc2ccccc2Cl)c(C(=O)O)c(C)n1-c1ccccc1	?
Cc1nn(-c2ccccn2)c(C)c1[C@@H]1C=C[C@@H](NC(=O)CC(C)(C)CC(=O)O)C1	-6%[86.2 µM]
CN1C(=O)CC(C(=O)O)C12CCN(C(=O)NCCc1ccccc1F)CC2 (stereo not given)	-19%

The listing picks up; the 5 compounds before the break are reprinted first.
SMILES	KDM5B inh
FC(F)(F)c1cccc(Nc2c3c(nc4ccc(Cl)cc24)CCC3)c1	?
CN1C(=O)CC(C(=O)O)C12CCN(C(=O)NCCc1ccccc1F)CC2 (stereo not given)	-19%
O=C(Nc1ccccc1Cl)N1CC(c2nnc(-c3ccncc3)o2)C2(CCOCC2)C1 (stereo not given)	7%
Cc1nc(N2CCCC2)ncc1C(=O)Nc1ccccc1	?
Cc1c(Cl)cccc1NC(=O)COC(=O)c1ccc2ccccc2n1	-2%
Cc1ccc(CNC(=O)CSCc2ccccc2C)cc1	-4%
C#CCCN([C@@H](CC(C)C)C(=O)OC)S(=O)(=O)c1ccc(F)cc1Br	5%
O=C(C1CC1)N1CCC2(CC1)CCN(CCc1ccccc1)c1ccccc1O2	-25%
CCOC(=O)c1c(NC(=O)CSc2cn(CCNC(=O)c3ccc(OC)c(OC)c3)c3ccccc23)sc2c1CCCC2	-18%
O=C1CC(c2ccc(Br)cc2)c2c(ccc3ccccc23)N1 (stereo not given)	?
Cc1ccc(/C=N/NC(=O)C[n+]2ccccc2)s1	19%
Cc1ccc(C(=O)N2CCC3(CC2)CNC(=O)c2ccccc2O3)cc1	-13%
COc1ccc(S(=O)(=O)Nc2cc(N3CCCS3(=O)=O)ccc2OC)cc1	-3%
CCOC(=O)Cc1csc(N/N=C/c2cccc([N+](=O)[O-])c2)n1	5%
c1ccc(-c2noc(-c3nc(C4CC4)no3)n2)cc1	-5%
Cc1ccc(C)c(NS(=O)(=O)c2cc(C(=O)NCC3CCCO3)ccc2C)c1 (stereo not given)	2%
COc1cc(C=O)ccc1OCc1c(F)cccc1Cl	-1%
CC(C)Oc1ccc(C(=O)Nc2ccc3oc(=O)ccc3c2)cc1	?
CCCNC(=O)c1ccccc1NC(=O)Cn1cnc2c1c(=O)n(C)c(=O)n2C	3%
O=C(NCc1ccccc1Cl)C1CCN(C(=O)c2ncn3c2COC(c2ccccc2)C3)CC1 (stereo not given)	31%
CCOc1ccc(CN2CCC3(Cc4ccccc4CNC3=O)C2)cc1 (stereo not given)	15%[149 µM]
COc1ccc(NC(C)=O)cc1NC(=O)CNC(c1ccc(F)cc1)c1cccs1 (stereo not given)	-21%
C/C(=N\NC(=O)c1cc(C)[nH]n1)c1ccc(-c2ccccc2)cc1	31%[activator]
Cc1ccc(Cn2c(CNS(=O)(=O)c3c(C)cc(C)cc3C)nc3cccnc32)cc1	?
CCOc1ccc2oc(C(=O)N3CCN(CC(=O)Nc4c(C)cccc4C)CC3)c(C)c2c1	9%
COc1ccc(CNC(=O)N2CCC3(CC2)CC(N(C)Cc2ccccc2)CCO3)cc1 (stereo not given)	-11%
Cc1ccc(S(=O)(=O)N2CCC(OC3CCN(Cc4ccccc4)CC3)CC2)c(C)c1	9%
N#CC1CCN(C(=O)c2cc(Br)cn3ccnc23)CC1	40µM*
COc1cccc(NC(=O)Cn2c(-c3ccccc3)nc(C)cc2=O)c1	-5%
Cc1noc(C)c1S(=O)(=O)N(C)C1CCCc2ccccc21 (stereo not given)	-14%[86.2 µM]

Three entries from above, ordered by heavy-atom count, descending:
SMILES	KDM5B inh
O=C(C1CC1)N1CCC2(CC1)CCN(CCc1ccccc1)c1ccccc1O2	-25%
COc1cccc(NC(=O)Cn2c(-c3ccccc3)nc(C)cc2=O)c1	-5%
N#CC1CCN(C(=O)c2cc(Br)cn3ccnc23)CC1	40µM*

Other structures:
SMILES	KDM5B inh
Cc1ccc(CNC(=O)N(C)CC2CCOC2)cc1 (stereo not given)	10%
CCCNc1cc(N2CCC(CCC(=O)Nc3cc(C)ccc3OC)CC2)ncn1	?
O=C1[C@@H]2Cc3c([nH]c4ccccc34)CN2C(=O)CN1CCO	29%
CCc1cccc(CC)c1NC(=O)CO/N=C/c1ccccc1O	7%
Cc1nc2c(s1)C[C@]1(C)CCC([C@H](C)C(=O)N3CCOCC3)[C@H](O)[C@H]1[C@@H]2C (stereo not given in full)	-18%[86.2 µM]
CCCc1nn2c(=O)cc(COC(=O)c3ccc(NC(=O)COc4ccccc4)cc3)nc2s1	?
Cc1cc(Br)ccc1NC(=O)CSc1c2c(nc3ccccc13)CCC2	-1%
CC(=O)N1CCC2(CC1)Oc1ccc(Br)cc1C1CC(c3ccco3)=NN12 (stereo not given)	16%
CN(C)[C@@H]1[C@@H](NC(=O)Cn2cnc3ccsc3c2=O)[C@H]2CCO[C@H]21	-10%
O=S(=O)(NCCC1=CCCCC1)c1ccc(Br)cc1	-14%
O=C(CCc1c[nH]c2ccccc12)NCCc1ccc(O)cc1	18%
CC(c1ccccc1)N(C)C(=O)NC1CCCC(C(F)(F)F)C1 (stereo not given)	7%
Cc1oc(-c2ccccc2)nc1C(=O)NC1CCCCC1	6%
CC(=O)Nc1ccc(S(=O)(=O)Nc2nc3n(n2)C(c2ccccc2)C=C(c2ccc(Cl)cc2)N3)cc1 (stereo not given)	21%
COC(=O)c1cc(-c2ccc(OC)cc2)on1	16%
CN1C(=O)CC(C(=O)Nc2ccc(C(=O)O)cc2)SC1=Nc1ccc(Cl)cc1 (stereo not given)	-5%
COC[C@@H]1[C@H](NC(=O)CN2CCN(c3cccc(C)c3)CC2)[C@@H]2CCO[C@H]12	15%
COc1ccc(C(=O)Nc2nc3cc(OC)c(OC)cc3c(=O)[nH]2)cc1	6%
CCN1CCN(C(=O)CC2CCCN(c3cnn(CC)c(=O)c3)C2)CC1 (stereo not given)	-6%
Cc1cccc(Cn2c(CN3CCC(C(=O)NCCc4ccccc4)CC3)cc3ccccc32)c1	?
O=[S+]1([O-])NC2(CCCN(Cc3cccc4ccccc34)C2)CNc2ccccc21 (stereo not given)	?
Cc1ccc(NC(=O)CCCc2nnc3n(C)c(=O)c4sccc4n23)cc1F	-8%
CN(C)c1ccc(CNC(=O)C2CCCN(S(=O)(=O)c3ccc4c(c3)oc(=O)n4C)C2)cc1 (stereo not given)	-11%
COc1ccc(NC2=CC(c3ccccc3)N(c3ccc(OC)cc3)C2=O)cc1 (stereo not given)	?
COc1cnn(-c2cccc(C(F)(F)F)c2)c(=O)c1Cl	23%

Continued.
SMILES	KDM5B inh
COc1ccccc1CNC(=O)CCn1nc(C)c2c(C)n(-c3ccccc3)nc2c1=O	-9%
O=C1[C@H]2CN(Cc3ccc(C(F)(F)F)cc3)C[C@H]2C(=O)N1Cc1ccc2c(c1)OCO2	-4%
Cc1cc(C)c(NC(=O)c2cc(C)nc3ccccc23)c(C)c1	-8%
O=C1C2C(C(=O)N1CCN1CCN(Cc3ccc([N+](=O)[O-])cc3)CC1)[C@H]1C=C[C@@H]2C1 (stereo not given in full)	6%
CC(C)c1noc(-c2cccn3c(CNC(=O)c4ccco4)nnc23)n1	22µM*
O=C(c1ccc(F)cc1)N1CCN(C(=O)c2nnn3c2COC(c2ccc(Cl)cc2)C3)CC1 (stereo not given)	5%
COc1ccc(CCC(=O)NCc2cc3n(n2)CCN(C(=O)N(C)C)C3)cc1	-12%
CC1(C)CC(NC(=O)C2CCCC2)CC(C)(CNC(=O)C2CCCC2)C1 (stereo not given)	?
COc1ccc(C(=O)NCCc2cn3ccccc3n2)cc1	-95%
COCCN1CCOC[C@H]2CCN(C(=O)c3cnccn3)C[C@H]21	3%
O=C(CCC(=O)c1ccc(F)cc1)Nc1ccc(-c2ccccc2)cc1	-7%
COc1ccc(CNC(=O)C[C@@H]2CCNC[C@@H]2Cc2cc(COc3ccccc3)on2)cc1	-15%
O=C(O)c1cc(Br)cs1	5%
COCCC(=O)N1CCCN(S(C)(=O)=O)C(c2ccccc2)CC(=O)NCC1 (stereo not given)	-19%
COc1ccc(CCNC(=O)c2ccc(C3Nc4ccccc4S(=O)(=O)N3)cc2)cc1OC (stereo not given)	?
COc1ccc(C=O)cc1COc1cc(C)cc(C)c1	10%
COC(=O)c1ccc(COc2ccccc2C#N)cc1	-13%
O=C(Nc1ccc(F)cc1)C1CN(S(=O)(=O)c2cccnc2)CC12CCCCC2 (stereo not given)	11%
COc1cccc(C(=O)N2CCCC(c3nn(-c4ccc(F)cc4)c(=O)[nH]3)C2)c1 (stereo not given)	10%
Cc1c(Cl)cccc1NC(=O)N1CCN(C(=O)c2nsc3ccccc23)CC1	6%
O=C(NC[C@H]1OC[C@@H](NC2CCOCC2)[C@@H]1O)c1cccs1	1%[86.2 µM]
COc1ccc2oc(=O)cc(CN3CCN(C(=O)c4ccccc4F)CC3)c2c1	?
CN(CC1CCOCC1)C(=O)Nc1ccccc1Cl	15%
Cc1cc(C)cc(N(C(=O)c2csnn2)C(C(=O)NC2CCCCC2)c2cccnc2)c1 (stereo not given)	21%
O=C(Nc1ccc(F)cc1F)N1CCOC[C@H](Oc2ccc(C(F)(F)F)cc2)C1	34%[86.2 µM]

The list goes on:
SMILES	KDM5B inh
Cc1ccc(C)c(NC(=O)Cn2c(=O)n(CC3CCCO3)c(=O)c3ccccc32)c1 (stereo not given)	?
Cc1nn2c(c1-c1ccccc1-c1ccccc1)N(C(=O)COc1ccccc1)CCC2	-14%[86.2 µM]
Cn1ccc(NC(=O)c2ccc3c(c2)NC(C)(CCCCc2ccccc2)CO3)n1 (stereo not given)	32µM*
CC1=C(c2ccc(C)c(C)c2)S(=O)(=O)N=C1N1CCN(c2cccc(C(F)(F)F)c2)CC1	-24%
Cc1nn(CCCC(=O)Nc2cccc(C(F)(F)F)c2)c(=O)c2nn(-c3ccccc3)c(C)c12	?
CC(C)CCn1cnc2c1c(=O)n(Cc1ccc(C#N)cc1)c(=O)n2Cc1ccccc1	19%
COc1cccc(N2CCN(C(=O)c3cc4cc(Cl)ccc4[nH]3)CC2)c1	-16%
COc1ccc(Br)c2c1/C(=N/OC(=O)c1cccc3ccccc13)CC2	24%
CCN(C(=O)CN1C(=O)NC(c2ccccc2Cl)C2=C1COC2=O)c1cccc(C)c1 (stereo not given)	7%
COc1cc2ccccc2cc1C(=O)NNC(=O)c1ccccc1O	?
O=C(Cc1ccc2c(c1)CCC2)Nc1ccccc1Cc1ccccc1	-13%
CCS[C@H]1CCN2C(=O)c3cc(-c4ccc(F)cc4F)ccc3NC(=O)[C@H]12	?
Cc1cc(C(=O)N2CCCCCCNC(=O)[C@@H]3CCC[C@@H]32)nn1C	31%
CCOC(=O)c1c(C)[nH]c(CCC(=O)NCc2ccc(N(C)C)cc2)c1C	-55%
CCc1c(C)nc2nncn2c1Nc1cccc(C)c1	-16%
COc1ccc(C(=O)N2C[C@@H]3C[C@H](C2)c2c(/C=C/c4ccc(Cl)cc4)ccc(=O)n2C3)cc1	?
